uPA generation = cell surface uPA generation inhibition | 0.31% of 330,000 active | Potency, µM (doses to about 38.3 µM), inactives show top-dose activity change, negative = inhibition, most hits filed as inhibitors | cell surface uPA generation assay, qHTS; active = well fitted inhibition curve with a large enough effect; inconclusive = small, poorly fitted or top-dose-only effect; inactive = no such curve, though single readings can be large or run the other way; tested in mouse RAW 264.7 cells; also: % is scaled to controls: 0 for no effect and ±100 for the full control effect; nearly all actives have a fitted effect of over 55% in size
BRCA1 expr up = activators of BRCA1 expression; MCF7-BRCA1-FFLuc reporter, luminescence, 48 h; response scale: scaled: vehicle 0%, 10 µM genistein 100%; Potency, µM (series often up to 46.1 µM), inactives show at the highest dose activation, actives largely listed as activators; 1.1% of 380,000 active; AID 624202; active = well fitted activation curve with a large enough effect; inconclusive = small, poorly fitted or top-dose-only effect; inactive = no such curve, though single readings can be large or run the other way; also: nearly all actives have a fitted effect of over 80% in size; some results filed as inactive show a strong effect at the top dose
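Using MCF7 cells harboring a BRCA1 firefly luciferase reporter, plated 2 h before compound pinning, the screen measured luminescence after 48 h incubation. Responses were normalized to DMSO and 10 microM genistein, then fitted for concentration-effect.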
* marks the source's active call; other numbers are inactive results; ? = inconclusive; [ ] = another dose, or the depositor's remark. Potency is read from the fitted curve at half-maximal effect.

SMILES	uPA generation	BRCA1 expr up
O=C1Nc2ccc(C(=O)O)c(O)c2C1=O	3%	-12%
Cc1ccc2c(C)nc(Nc3ncc4c(n3)CCCC4=O)nc2c1	3%	2%[1.84 µM]
C#CCNC(=O)C1=C[C@H](c2ccc3c(c2)OCO3)C[C@H](OCCCCO)O1	-1%	0%
O=c1[nH]c2ccc(Cl)cc2[nH]1	1%	-18%
CCOc1ccc(NS(=O)(=O)c2ccc(C(=O)N3CCC3)cc2)cc1	0%	17%
CCN(c1ccccc1)S(=O)(=O)c1cccc(C(=O)NCC(c2ccco2)N2CCCCC2)c1 (configuration not stated)	-1%	-1%
CCOc1cc(NC(=O)c2ccco2)c(OCC)cc1NC(=O)COc1ccccc1C	0%	-10%
Cc1cc(C)nc(SCC(=O)Nc2ccc(S(=O)(=O)Nc3cc(C)on3)cc2)n1	6%	3%
COc1cc2c(cc1NC(=O)C(Cl)Cl)-c1ccc(NC(=O)C(Cl)Cl)cc1C2	-11%	-96%
O=c1cc(C(O)C[N+](=O)[O-])occ1OCc1ccccc1 (configuration not stated)	-3%	3%
COCCn1c(-c2ccc(C)cc2)nc2c(c(=O)c3ccccc3n2C)c1=O	?	-2%
O=C(Nc1ccccc1)[C@@H]1CC=C[C@@H]2CCN(Cc3ccc(Cl)c(Cl)c3)C(=O)[C@@H]21	-14%	0%
CCOc1ccc(NC(=O)CN(C)C(=O)c2cn(-c3ccc(C)cc3)nc2-c2cccc(OC)c2)cc1OCC	0%	-38%
O=C1C=CC(c2ccccc2)(c2ccccc2)CC1	1%	-5%
O=C1CCC[C@@H]2C[C@@]3(C[C@@H]4CCN1[C@H]24)Nc1cc([N+](=O)[O-])ccc1NC3=NC1CCCCC1	-9%	-13%
O=[N+]([O-])c1ccc(-c2cn3c(n2)SCC3)cc1	8%	8.9µM*
Cc1ccc(S(=O)(=O)Nc2ccccc2N=Cc2ccc([N+](=O)[O-])cc2[N+](=O)[O-])cc1	-3%	-37%
O=C(Nc1ccc(F)cc1)Nc1cccc(Br)c1	5%	80%
Nc1ccccc1/C=C/c1ccccc1N	-9%	?
O=C1c2ccccc2C(=O)N1CCc1ccccc1	1%	-28%
c1csc(CNc2ncnc3sccc23)c1	-6%	-54%
CCOC(=O)c1[nH]c(C)c(/C(O)=C2\C(=O)C(=O)N(CCCN(CC)CC)C2c2cccnc2)c1C (configuration not stated)	2%	-18%
Cc1ccc(Nc2n[nH]c(=S)s2)cc1F	3%	30%
O=c1c2ccccc2c(=O)n(-c2ccccc2)n1CCCCBr	3%	49%
CC(C)NC(=S)NNc1ncnc2sc3c(c12)CC(C)(C)OC3	6%	2%
O=C(Nc1ccc2ccccc2c1)c1cccc2ccccc12	2%	46%
Nc1[nH]c(=O)[nH]c(=O)c1N=Cc1ccccc1	-5%	1%
COC(=O)Cn1c(=NC(=O)C2CC2)sc2c(C)cc(C)cc21	-3%	-21%
CCOC(=O)c1ccc2[nH]c(C)c(C)c2c1	-1%	13µM*
Cc1ccc(C2(C)NC(=O)N(CC(=O)NCCN3C(=O)S/C(=C\c4cccnc4)C3=O)C2=O)cc1 (configuration not stated)	-8%	-22%
COc1ccc(C2CC(=O)c3c(O)cc(O)cc3O2)c(CC=C(C)C)c1OC (configuration not stated)	13%	11%
COc1cccc2nc3c(C(=O)NCCN(C)C)cccc3cc12	-7%	-93%
C=C(C)C(=O)Oc1ccc(N=Nc2ccc(C)cc2)ccc1=O	-2%	-35%
CCN1C(=O)N(C)[C@@H](c2ccccc2)C(C(C)=O)=C1C	7%	0%
COc1ccc(NC(=O)c2oc3ccccc3c2NC(=O)c2ccc(OC)c(OC)c2)c(OC)c1	6%	-16%
CN(C)S(=O)(=O)c1ccc(/C(O)=C2/C(=O)C(=O)N(CCCN3CCOCC3)C2c2ccncc2)cc1 (configuration not stated)	0%	-6%
O=C1CC(c2ccc(O)cc2)Oc2cc(O)ccc21 (configuration not stated)	1%	58%
CC(CCCN(C)C)C(Cc1ccccc1)c1ccccc1 (configuration not stated)	0%	-34%
CCOC(=O)N1CCN(C(=O)C2CCCN(c3ncnc4c3sc3cccc(F)c34)C2)CC1 (configuration not stated)	-2%	-30%
COCCN(C(=O)c1cc(-c2ccccc2Cl)nc2ccccc12)c1c(N)n(CC(C)C)c(=O)[nH]c1=O	-9%	-15%
CCCCn1cnc2c(c(CC#N)nn2-c2ccccc2)c1=N	-24%	1%
CC1(C)Nc2cccc3cccc(c23)N1	-2%	-22%
CC1CCCN1c1ccnc2cc(Cl)ccc12 (configuration not stated)	1%	-39%
NC(=O)C1=C[C@@H](C2CCCCC2)C[C@@H](OCc2ccc(CO)cc2)O1	-5%	13%
O=C(Oc1ccccc1)c1ccccc1C(=O)Oc1ccccc1	-24%	0%
O=C(/C=C/c1cccs1)c1cc(F)ccc1OC(=O)N1CCOCC1	-7%	5%
Cc1ccc(OCCC(=O)OCC(=O)Nc2ccc(C)c(S(=O)(=O)N3CCOCC3)c2)cc1	0%	-5%
CC(=O)C1=CN(CC2CCCCC2)CCC1=O	10%	8%
CCC1c2ccccc2C(=O)C1C(N)=O (configuration not stated)	3%	-14%
CCC(C)C(N)C1=NC(C(=O)N[C@@H](CC(C)C)C(=O)N[C@H](CCC(=O)[O-])C(=O)N[C@H](C(=O)N[C@H]2CCCCNC(=O)[C@H](CC(N)=O)NC(=O)[C@@H](CC(=O)[O-])NC(=O)[C@H](Cc3cnc[nH]3)NC(=O)[C@@H](Cc3ccccc3)NC(=O)[C@H]([C@@H](C)CC)NC(=O)[C@@H](CCCN)NC2=O)[C@@H](C)CC)CS1.[Zn+2] (some centres not stated)	22%	4%
O=C(CNC(=O)OCc1ccccc1)OC(c1ccccc1)c1ccccc1	-2%	-45%
O=c1cc(CCl)nc(Cc2c(Cl)cccc2Cl)[nH]1	-9%	-54%
Cc1c(O)nc(SC2CC(=O)N(c3cc(Cl)cc(Cl)c3)C2=O)[nH]c1=O (configuration not stated)	-4%	-14%
NC(CSC(c1ccccc1)(c1ccccc1)c1ccccc1)C(=O)O (configuration not stated)	-9%	-68%
O=C(O)c1ccccc1C(=O)c1cccc2c(F)cccc12	-1%	8%
Cc1ccccc1-c1cccc([C@@H]2C[C@H]3[C@H](CON3C)CN2C)c1	-1%	10%
Cc1noc(C)c1CSc1nnc2n(-c3ccccc3)c(=O)c3ccccc3n12	-4%	0%
CCC1Oc2ccccc2N(CC(=O)NCCCN2CCOCC2)C1=O (configuration not stated)	12%	0%
COc1nc(Nc2ccc(-c3nc4ccccc4o3)cc2)nc(N2CCOCC2)n1	-3%	-57%
CC(OC(=O)CCNS(=O)(=O)c1ccccc1)C(=O)Nc1ccc(S(=O)(=O)N2CCCCC2)cc1 (configuration not stated)	-3%	11%

Reformatted bar-delimited: entries from further up
mol | uPA generation | BRCA1 expr up
COc1ccc(NC(=O)c2oc3ccccc3c2NC(=O)c2ccc(OC)c(OC)c2)c(OC)c1 | 6% | -16%
CN(C)S(=O)(=O)c1ccc(/C(O)=C2/C(=O)C(=O)N(CCCN3CCOCC3)C2c2ccncc2)cc1 (configuration not stated) | 0% | -6%
O=C1CC(c2ccc(O)cc2)Oc2cc(O)ccc21 (configuration not stated) | 1% | 58%
CC(CCCN(C)C)C(Cc1ccccc1)c1ccccc1 (configuration not stated) | 0% | -34%
CCOC(=O)N1CCN(C(=O)C2CCCN(c3ncnc4c3sc3cccc(F)c34)C2)CC1 (configuration not stated) | -2% | -30%
COCCN(C(=O)c1cc(-c2ccccc2Cl)nc2ccccc12)c1c(N)n(CC(C)C)c(=O)[nH]c1=O | -9% | -15%
CCCCn1cnc2c(c(CC#N)nn2-c2ccccc2)c1=N | -24% | 1%
CC1(C)Nc2cccc3cccc(c23)N1 | -2% | -22%
CC1CCCN1c1ccnc2cc(Cl)ccc12 (configuration not stated) | 1% | -39%
NC(=O)C1=C[C@@H](C2CCCCC2)C[C@@H](OCc2ccc(CO)cc2)O1 | -5% | 13%
O=C(Oc1ccccc1)c1ccccc1C(=O)Oc1ccccc1 | -24% | 0%
O=C(/C=C/c1cccs1)c1cc(F)ccc1OC(=O)N1CCOCC1 | -7% | 5%
Cc1ccc(OCCC(=O)OCC(=O)Nc2ccc(C)c(S(=O)(=O)N3CCOCC3)c2)cc1 | 0% | -5%
CC(=O)C1=CN(CC2CCCCC2)CCC1=O | 10% | 8%
CCC1c2ccccc2C(=O)C1C(N)=O (configuration not stated) | 3% | -14%
CCC(C)C(N)C1=NC(C(=O)N[C@@H](CC(C)C)C(=O)N[C@H](CCC(=O)[O-])C(=O)N[C@H](C(=O)N[C@H]2CCCCNC(=O)[C@H](CC(N)=O)NC(=O)[C@@H](CC(=O)[O-])NC(=O)[C@H](Cc3cnc[nH]3)NC(=O)[C@@H](Cc3ccccc3)NC(=O)[C@H]([C@@H](C)CC)NC(=O)[C@@H](CCCN)NC2=O)[C@@H](C)CC)CS1.[Zn+2] (some centres not stated) | 22% | 4%
O=C(CNC(=O)OCc1ccccc1)OC(c1ccccc1)c1ccccc1 | -2% | -45%
O=c1cc(CCl)nc(Cc2c(Cl)cccc2Cl)[nH]1 | -9% | -54%
Cc1c(O)nc(SC2CC(=O)N(c3cc(Cl)cc(Cl)c3)C2=O)[nH]c1=O (configuration not stated) | -4% | -14%
NC(CSC(c1ccccc1)(c1ccccc1)c1ccccc1)C(=O)O (configuration not stated) | -9% | -68%
O=C(O)c1ccccc1C(=O)c1cccc2c(F)cccc12 | -1% | 8%
Cc1ccccc1-c1cccc([C@@H]2C[C@H]3[C@H](CON3C)CN2C)c1 | -1% | 10%
Cc1noc(C)c1CSc1nnc2n(-c3ccccc3)c(=O)c3ccccc3n12 | -4% | 0%
CCC1Oc2ccccc2N(CC(=O)NCCCN2CCOCC2)C1=O (configuration not stated) | 12% | 0%
COc1nc(Nc2ccc(-c3nc4ccccc4o3)cc2)nc(N2CCOCC2)n1 | -3% | -57%
CC(OC(=O)CCNS(=O)(=O)c1ccccc1)C(=O)Nc1ccc(S(=O)(=O)N2CCCCC2)cc1 (configuration not stated) | -3% | 11%

Other results follow:
SMILES	uPA generation	BRCA1 expr up
CCCn1cnc2c(SCc3ccc(Cl)cc3)nc(N)nc21	-11%	19%
Nc1nnn(-c2ccccc2)c1-c1ccccc1	4%	-9%
FC(F)(F)c1ccccc1C1=CC(c2ccccc2)n2ncnc2N1 (configuration not stated)	2%	3%
CC(C)(C)OC(=O)N1CCN(Cc2ccc(F)c(B(O)O)c2)CC1	8%	2%
CCN(CC)S(=O)(=O)c1ccc(N2CCOCC2)c(NC(=O)CSCc2c(C)noc2C)c1	?	-17%
O=C(O)c1cc(-c2ccccc2)nn1CC1CC(c2cccnc2)=NO1 (configuration not stated)	10%	-1%
O=C(CC(=O)c1ccncc1)c1ccccc1	-2%	-14%
CCn1cc(CN(C)C(=O)CSc2nc(-c3ccco3)cc(C(F)(F)F)n2)c(C)n1	2%	-64%
O=C(c1ccc(C(F)(F)F)cc1)N1CCC(=O)N(C(CO)Cc2ccccc2)CC1 (configuration not stated)	21%	0%
Cc1c(/C(O)=C2\C(=O)C(=O)N(CCCN(C)C)C2c2ccco2)cnn1-c1ccccc1 (configuration not stated)	-2%	18%
COc1cccc(C2c3cc4c(cc3OC(N3CCCC3)C2C)OCO4)c1O (configuration not stated)	-9%	-75%
Cc1cc(Sc2ccc([N+](=O)[O-])cn2)ccc1Br	15%	-6%
C=CCOC(=O)C1=C[C@H](C2CCCCC2)C[C@H](OCc2ccc(CO)cc2)O1	-7%	1%
COCCCN(C(=O)c1ccc(-c2ccc(C(C)=O)cc2)o1)c1c(N)n(CC(C)C)c(=O)[nH]c1=O	2%	22%
CCCCCn1c(SCC(=O)c2ccccc2)nc2cc(C(=O)NCC3CCCO3)ccc2c1=O (configuration not stated)	4%	-3%
CON(C)c1nc(C2CCCCC2)c2cc(C)ccc2n1	-3%	-21%
O=c1[nH]c(Nc2ccccc2Cl)cc2ccccc12	1%	-30%
CC1(C)C2(C#N)C(=O)NC(=O)C12C#N (configuration not stated)	-2%	-9%
COc1cc2c3c([nH]c2cc1F)C(=O)NCC3	-4%	14%
O=C(NN=Cc1ccccc1O)C(O)c1ccccc1 (configuration not stated)	-10%	-43%
N#CCCN(C(=O)COC(=O)C1CCN(S(=O)(=O)c2ccccc2C(F)(F)F)CC1)c1ccccc1	6%	-17%
CCOc1ncccc1C(=O)OCC(=O)Nc1cc(S(=O)(=O)N2CCCCC2)ccc1Cl	6%	-1%
Cc1ccccc1CNC(=O)c1cc2ccccc2o1	16%	62%
COc1ccc2c(c1)c(C(=O)CN1CCCCC1)c(C)n2C	-8%	22%
CCOC(=O)C1CCN(C(=O)c2cccc(S(=O)(=O)N3CCCc4ccccc43)c2)CC1	-4%	-5%
CCc1ccc2cccc3c2c1N=CN3C	-5%	7%
CCOC(=O)C1Nc2ccc(C(F)(F)F)cc2C2C=CCC12 (configuration not stated)	-12%	-33%
COc1ccc(S(=O)(=O)N2CCN(Cc3cccc([N+](=O)[O-])c3)CC2)cc1	4%	-8%

Assay outcomes deposited in PubChem BioAssay by National Center for Advancing Translational Sciences (NCATS).

Not all compounds are listed; rates above refer to the full screens.
